TRb SRC2 PPI – qHTS for Inhibitors of the Interaction of Thyroid Hormone Receptor and Steroid Receptor Coregulator 2. Thyroid hormone receptor beta (Homo sapiens), P10828. TRbeta-SRC2 peptide binding, fluorescence polarization; receptor liganded with 1 µM T3. Potency, µM (series often up to 106 µM), for inactives: at the highest dose activity change, negative = inhibition, most hits filed as inhibitors. actives 0.065% (n = 280,000);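 also: potency is read from the fitted curve at half-maximal effect; plate controls were bound peptide for no effect and peptide without receptor for full effect; nearly all actives have a fitted effect of over 50% in size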
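Decrease in fluorescence polarization of 20 nM Texas Red SRC2 coactivator peptide flagged inhibition of its binding to 0.6 uM TRb LBD; 1 uM T3 included, incubation 5 hr, ex 555/em 632 nm.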
TexasRed fluor – Total Fluorescence Counterscreen for Inhibitors of the Interaction of Thyroid Hormone Receptor and Steroid Receptor Coregulator 2. TRb/SRC2 Texas Red total fluorescence interference. Potency, µM (titrated, usually from 106 µM), without a hit: top-dose fluorescence change, negative = quenching. actives 0.29% (n = 280,000). AID 1479, 2009; active = well fitted curve in either direction with a large enough effect; inconclusive = small, poorly fitted or top-dose-only effect; also: potency is read from the fitted curve at half-maximal effect; % is scaled to controls: 0 for no effect and ±100 for the full control effect
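Human TRβ ligand-binding domain (0.6 uM) and Texas Red SRC2 peptide (20 nM) in Tris buffer with 1 uM T3 and 5% DMSO were incubated with pinned compound for 5 hr at ambient temperature. Total fluorescence was computed as S + 2P (555/632 nm).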
CBFb RUNX1 block – qHTS Assay for Compounds Blocking the Interaction Between CBF-beta and RUNX1 for the Treatment of Acute Myeloid Leukemia; Runt-related transcription factor 1 (Homo sapiens) + Core-binding factor subunit beta …; AlphaScreen CBFb-His/RUNX1-biotin binding, biochemical; Potency, µM (series often up to 59.8 µM), inactives show at the top dose activity, negative = inhibition, usual class: inhibitors; 230,000 tested, under 10 active; also: % of control where 0% means no effect
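AlphaScreen binding: CBFb-His and RUNX1-biotin (30 nM each) preincubated 20 min, compound added for 15 min, then nickel and streptavidin beads for 90 min, all at room temperature. Disruption of the interaction by any mechanism counts as activity.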
Tau FP inhib – qHTS for Inhibitors of Tau Fibril Formation, Fluorescence Polarization; K18 P301L tau heparin fibrillization, Alexa594 FP, 6 h; Potency, µM (titrated, usually from 57.7 µM), for the others: at the highest dose activity, negative = inhibition, most hits filed as inhibitors; actives 0.39% (n = 280,000); also: potency is read from the fitted curve at half-maximal effect; % is scaled to controls: 0 for no effect and ±100 for the full control effect; nearly all actives have a fitted effect of over 55% in size
Target sequence (P10636 561-689 P618L limits assumed): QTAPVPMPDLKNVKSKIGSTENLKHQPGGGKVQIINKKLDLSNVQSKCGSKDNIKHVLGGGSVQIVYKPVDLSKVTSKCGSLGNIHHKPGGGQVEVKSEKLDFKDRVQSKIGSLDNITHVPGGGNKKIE
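Heparin (20 uM) drove fibril formation of recombinant tau K18 P301L, 15 uM unlabeled with 0.24 uM Alexa 594 label, for 6 hr at 37 C in 100 mM sodium acetate pH 7. Fluorescence polarization (555/632 nm) read 1 hr after 30 uM ThT.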
Tau fluor cs – Counterscreen qHTS for Inhibitors of Tau Fibril Formation, Fluorescence Polarization; tau K18 P301L Alexa594 fluorescence, heparin fibrillization; Potency, µM (top dose mostly 57.7 µM), for the others: at the highest dose activity change, negative = decrease; actives 0.93% (n = 280,000); AID 1463, 2008; also: potency is read from the fitted curve at half-maximal effect; % is scaled to controls: 0 for no effect and ±100 for the full control effect; nearly all actives have a fitted effect of over 55% in size
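Human tau K18 P301L (15 uM unlabeled, 0.24 uM Alexa 594-labeled) in 100 mM sodium acetate pH 7 with 20 uM heparin, 6 hr at 37 C. ThT 30 uM added, 1 hr ambient; Alexa 594 FP and total fluorescence read at 555/632 nm.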
NPSR antag – qHTS Assay for Antagonists of the Neuropeptide S Receptor: cAMP Signal Transduction; CHO-NPSR cells, cAMP TR-FRET, antagonist mode; Potency, µM (highest dose often 38.3 µM), for the others: at the top dose activity change, negative = inhibition, usual class: inhibitors; actives 1% (n = 220,000); AID 1461, 2008; also: potency is read from the fitted curve at half-maximal effect; % is scaled to controls: 0 for no effect and ±100 for the full control effect; nearly all actives have a fitted effect of over 50% in size; many of its hits are not listed in these tables
Target sequence (Q6W5P4 whole entry, looked up): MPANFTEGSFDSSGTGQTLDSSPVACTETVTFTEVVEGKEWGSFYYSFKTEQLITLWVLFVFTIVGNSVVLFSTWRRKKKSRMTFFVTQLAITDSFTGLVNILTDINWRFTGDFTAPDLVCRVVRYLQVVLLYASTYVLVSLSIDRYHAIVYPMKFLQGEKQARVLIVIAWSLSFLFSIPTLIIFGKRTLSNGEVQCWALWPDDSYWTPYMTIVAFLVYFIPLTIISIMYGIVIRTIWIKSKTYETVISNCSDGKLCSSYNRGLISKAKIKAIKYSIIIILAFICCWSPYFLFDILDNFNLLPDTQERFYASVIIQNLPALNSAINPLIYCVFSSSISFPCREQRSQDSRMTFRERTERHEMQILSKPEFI
Epigenetic reg – Quantitative High-Throughput Screen for Regulators of Epigenetic Control; actives 0.2% (n = 280,000); murine LDR cells, GFP reporter derepression, 30 h; Potency, µM (titrated, usually from 53.9 µM), without a hit: top-dose GFP activation, most hits filed as activators; AID 1865, 2009; also: potency is read from the fitted curve at half-maximal effect; % of control where 0% means no effect; nearly all actives have a fitted effect of over 60% in size
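Murine LDR cells bearing a silenced CMV-driven GFP reporter were exposed to compound for 30 h at 37 C. After PBS washes, GFP-positive cells (20-120 um objects) counted by laser-scanning microplate cytometry.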
GLA spleen mod – qHTS Assay for Inhibitors and Activators of Human alpha-Galactosidase From Spleen Homogenate; Alpha-galactosidase A (Homo sapiens), P06280; human spleen homogenate, 4MU-alpha-Gal fluorescence, 40 min; Potency, µM (highest dose often 80 µM), without a hit: at the highest dose activity change, negative = inhibition, hits mostly inhibitors; AID 2107, 2009; actives 0.008% (n = 240,000);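 also: potency is read from the fitted curve at half-maximal effect; 0% = enzyme with vehicle and -100% = no enzyme basal signal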
Target sequence (P06280 32-429 limits assumed): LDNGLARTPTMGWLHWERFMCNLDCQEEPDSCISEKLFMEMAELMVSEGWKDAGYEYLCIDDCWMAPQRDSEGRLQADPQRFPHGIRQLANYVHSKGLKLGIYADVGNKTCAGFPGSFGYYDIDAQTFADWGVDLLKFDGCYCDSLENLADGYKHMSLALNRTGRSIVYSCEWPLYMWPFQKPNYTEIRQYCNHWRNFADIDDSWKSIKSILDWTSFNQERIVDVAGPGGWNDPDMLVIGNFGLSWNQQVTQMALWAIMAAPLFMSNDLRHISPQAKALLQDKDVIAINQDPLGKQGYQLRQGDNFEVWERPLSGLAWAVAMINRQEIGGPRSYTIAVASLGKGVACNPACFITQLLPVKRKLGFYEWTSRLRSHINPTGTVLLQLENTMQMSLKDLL
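Human spleen homogenate (1 ug) as enzyme source, 4-methylumbelliferyl-alpha-D-galactopyranoside 1 mM final, citrate/phosphate pH 5.0 with 0.01% Tween-20. Compounds 40 min at 37C, NaOH/glycine stop; fluorescence Ex 365/Em 440, Hill-fit AC50.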
* marks the source's active call; other numbers are inactive results; ? = inconclusive; . = no result given; [ ] = another dose, or the depositor's remark. Unless noted, calls follow the shape of the dose curve; as a rule, active = well fitted curve in the direction sought with a large enough effect; inconclusive = small, poorly fitted or top-dose-only effect, or another doubt; inactive = no such curve, though single readings can be large; an effect the other way counts as inactive or inconclusive. This is a subset (hit frequency here may not be typical).

entry	compound	TRb SRC2 PPI	TexasRed fluor	CBFb RUNX1 block	Tau FP inhib
1	Cc1nnc(NC(=O)CSc2ccc([N+](=O)[O-])cn2)s1	-3%	1%	-4%	2%
2	O=S1(=O)C=CC(N2CCOCC2)C1 (stereo unspecified)	5%	-2%	10%	-3%
3	FC(F)(F)c1cc(-c2cccs2)n[nH]1	-9%	-2%	2%	3%
4	COC(CNC(=O)c1cc(-c2ccncc2)nc2ccc(S(=O)(=O)N3CCOCC3)cc12)OC	-8%	-3%	2%	2%
5	Cc1ccc2c(c1)-c1onc(C(=O)N(C)c3cccc(C(F)(F)F)c3)c1CO2	2%	9%	.	-6%
6	COC(=O)c1ccc2c(c1)NC(=O)C(N1CCOCC1)S2 (stereo unspecified)	-5%	-1%	4%	0%
7	Nc1nnc(SCc2ccc([N+](=O)[O-])cc2)s1	10%	-3%	18%	2%
8	CCOC(=O)Nc1cc(C(=O)OC)ccc1C	0%	0%	2%	-4%
9	C=CCn1cnc2c(nnn2-c2cc(C)cc(C)c2)c1=O	1%	-1%	-2%	-1%
10	CCCOc1cccc(C(=O)N(Cc2sccc2C)C2CCS(=O)(=O)C2)c1 (stereo unspecified)	-4%	5%	.	-3%

entry	Tau fluor cs	NPSR antag	Epigenetic reg	GLA spleen mod
1	-6%	3%	0.9%	2%
2	-14%	2%[46.1 µM]	9.5%	1%
3	-9%	-8%[46.1 µM]	14%	2%
4	-9%	-5%	3.0%	0%
5	?	.	2.8%	.
6	-6%	3%[46.1 µM]	-0.9%	0%
7	8%	9%	-3.5%	-3%
8	-3%	6%[46.1 µM]	-2.6%	2%
9	0%	-7%	2.4%	-8%
10	-19%	.	0.0%	.

Continuation:
entry	compound	TRb SRC2 PPI	TexasRed fluor	CBFb RUNX1 block	Tau FP inhib
11	COc1ccc(CC(NC(C)=O)C(=O)NC2CCN(C(=O)Nc3ccc(C#N)cc3)CC2)cc1OC (stereo unspecified)	-5%	-2%	6%	4%
12	CC(C)Cn1c(-c2ccccc2Cl)nc2ccccc21	-4%	-1%	.	1%
13	CC1CCCCC1N=CC1=C(O)CC(C)(C)CC1=O (stereo unspecified)	-3%	4%	2%	1%
14	CC1CC(CC(=O)NNc2nc(-c3ccccc3)cs2)C(=O)O1 (stereo unspecified)	4%	-2%	8%	1%
15	CC(=O)Nc1cccc(/C(C)=N/NS(=O)(=O)c2ccc(C)cc2)c1	-2%	-1%	11%	-4%
16	Cc1cccc(C(=O)Nc2c(-c3ccc(F)cc3)nc3ccccn23)c1	-5%	-4%	.	5%
17	Cn1c(=O)[nH]c(=O)c2c1nc(N1CCCCCC1)n2CCSc1nc2ccccc2o1	2%	-3%	15%	-3%
18	O=S(=O)([O-])CCC[n+]1c(/C=C\Nc2ccccc2)oc2ccc(-c3ccccc3)cc21	?	?	-15%	-11%
19	O=C(COc1ccc([N+](=O)[O-])cc1)Nc1ccc2c(c1)OCO2	8%	-2%	-24%	0%
20	O=C(CN1CCN(C2CCCCC2)CC1)Nc1cccc2ccccc12	6%	-3%	-17%	-5%

entry	Tau fluor cs	NPSR antag	Epigenetic reg	GLA spleen mod
11	5%	-3%[46.1 µM]	0.0%	-3%
12	2%	.	1.6%	.
13	-6%	-10%[46.1 µM]	-0.9%	4%
14	-8%	23%	4.0%	11%
15	-1%	4%	-0.4%	13%
16	-22%	.	14%	.
17	5%	-3%	3.5%	6%
18	?	7%	?	-4%
19	-19%	5%	-0.1%	-5%
20	-6%	-2%	11%	-1%

Additional results follow.
entry	compound	TRb SRC2 PPI	TexasRed fluor	CBFb RUNX1 block	Tau FP inhib
21	CCOC(=O)c1sc(NC(=O)CN2C(=O)NC3(CC(C)CC(C)(C)C3)C2=O)c(C(=O)OCC)c1C (stereo unspecified)	-1%	3%	0%	-2%
22	O=C(O)c1cccc(/C=C2/C[C@@H]3[C@@H](/C=C/[C@@H](O)C4CCCCC4)[C@H](O)C[C@@H]3O2)c1	-4%	-5%	2%	.
23	COc1cc(C2CC(=O)Nc3n[nH]c(-c4ccccc4)c32)cc(OC)c1OC (stereo unspecified)	1%	-2%	17%	4%
24	O=c1nc2n(-c3ccccc3F)c3ccccc3cc-2c(=O)[nH]1	-8%	0%	.	-10%
25	C=CCn1c(SCc2nc3sc(C(=O)O)c(C)c3c(=O)[nH]2)nnc1-c1ccccc1	-5%	-2%	-1%	-4%
26	OCCN(CC#CCn1c2ccccc2c2ccccc21)CCO	-6%	-2%	12%	-1%[11.6 µM]
27	O=C(NC1CCCCC1)N1CCN(c2nc(-c3ccccc3)cs2)CC1	-6%[53 µM]	-1%[53 µM]	10%	-10%[2.34 µM]
28	O=C(CSc1nnc(-c2ccc(F)cc2)c2ccccc12)Nc1c(F)cccc1F	-1%	-1%	-12%	-5%
29	Cc1ccc(CC(=O)NCc2nc(-c3ccccc3)no2)cc1	-3%	-1%	.	2%
30	CC(C)CN(CC(C)C)C(=O)CCCC(=O)N(CC(C)C)CC(C)C	-5%	2%	1%	5%

entry	Tau fluor cs	NPSR antag	Epigenetic reg	GLA spleen mod
21	-1%	-44%	-1.0%	1%
22	.	.	.	3%
23	11%	-4%	5.2%	-1%
24	-30%	.	1.9%	.
25	-4%	8%	1.1%	4%
26	0%[11.6 µM]	-1%	0.1%	11%
27	-8%[2.34 µM]	-7%	-0.1%	1%
28	-5%	-22%	1.1%	-4%
29	-13%	.	2.7%	.
30	6%	-21%	-2.5%	2%

Along the list, as entered above.
NPSR antag for entries 21 to 28: -44%, ., -4%, ., 8%, -1%, -7%, -22%
Epigenetic reg for entries 21 to 28: -1.0%, ., 5.2%, 1.9%, 1.1%, 0.1%, -0.1%, 1.1%
Tau fluor cs for entries 21 to 28: -1%, ., 11%, -30%, -4%, 0%[11.6 µM], -8%[2.34 µM], -5%

(list continues)
entry	compound	TRb SRC2 PPI	TexasRed fluor	CBFb RUNX1 block	Tau FP inhib
31	CC1(c2ccccc2)NC(=S)N2C1NC(=S)N2c1ccccc1 (stereo unspecified)	2%	1%	1%	5%
32	O=C(N/N=C1\CCCCc2ccccc21)c1ccccn1	-2%	-3%	1%	0%
33	O=c1cc(CSc2ccc(Cl)cc2)[nH]c2[nH]n(-c3ccccc3)c(=O)c12	-9%	-13%	?	6%
34	Cc1cccc(N2CCN(c3ccc(C(N)=O)cc3[N+](=O)[O-])CC2)c1C	3%	-2%	-1%	-1%
35	CCCCNC(=O)C1CCCN(S(=O)(=O)c2ccc(-n3cnnn3)cc2)C1 (stereo unspecified)	-7%	1%	0%	0%
36	Cc1cc(NC(=O)c2noc3c2CCCC3)nn1Cc1ccc(Cl)cc1	5%	-1%	-3%	2%
37	CC(=O)CNc1ccc(S(=O)(=O)N/N=C/c2ccccc2)cc1	-5%	-2%	0%	-6%
38	Cc1ccc(CNC(=O)C2CCC(CNc3c(N4CCC(C)CC4)c(=O)c3=O)CC2)cc1 (stereo unspecified)	-4%	0%	14%	3%[0.0958 µM]
39	Clc1ccc(OCCn2cnc(Cl)c2Cl)cc1	8%	-3%	-21%	-7%
40	COc1ccc(OC)c(NC(=O)NC2(C(F)(F)F)Oc3ccccc3O2)c1	2%	5%	-2%	7%

entry	Tau fluor cs	NPSR antag	Epigenetic reg	GLA spleen mod
31	-3%	3%[46.1 µM]	-1.0%	6%
32	3%	-15%	1.3%	6%
33	-19%	-1%	1.1%	0%
34	-1%	20%	2.8%[10.1 µM]	2%
35	2%	-7%[46.1 µM]	1.2%	-3%
36	-23%	?	-1.1%	0%
37	0%	9%	5.5%	-2%
38	5%[0.0958 µM]	0%	8.5%	-4%
39	-22%	?	5.7%	-5%
40	?	-2%[46.1 µM]	3.7%	-4%

Next compounds.
entry	compound	TRb SRC2 PPI	TexasRed fluor	CBFb RUNX1 block	Tau FP inhib
41	CN(C)c1ccc(C(=O)OCC(=O)c2cccs2)cc1	-1%	-1%	6%	-9%
42	Cc1ccc(CCNC(=O)CN(C)S(=O)(=O)c2ccc3c(c2)n(C)c(=O)c(=O)n3C)cc1	-3%	-3%	4%	-10%
43	COc1ccccc1N1CCN(C(=O)CCn2c(=O)[nH]c3ccccc3c2=O)CC1	-3%	-1%	4%	-11%
44	N#CC1=C(N)N(c2ccc(Cl)c(Cl)c2)C(=O)C1	9%	-2%	5%	-6%
45	CCC(=O)Nc1ccc(C(=O)CSc2nc3ccccc3[nH]2)cc1	1%	-1%	-8%	3%

entry	Tau fluor cs	NPSR antag	Epigenetic reg	GLA spleen mod
41	-22%	-2%	0.9%	-8%
42	-20%	42%	1.2%	-1%
43	-10%	-8%[46.1 µM]	1.0%	3%
44	-20%	16%	0.1%	-5%
45	?	4%	-2.2%	-5%

Whole records, looked up by structure:
CCOC(=O)Nc1cc(C(=O)OC)ccc1C is listed as TRb SRC2 PPI = 0%; TexasRed fluor = 0%; CBFb RUNX1 block = 2%; Tau FP inhib = -4%; Tau fluor cs = -3%; NPSR antag = 6%[46.1 µM]; Epigenetic reg = -2.6%; GLA spleen mod = 2%
CC1CC(CC(=O)NNc2nc(-c3ccccc3)cs2)C(=O)O1 (stereo unspecified) is listed as TRb SRC2 PPI = 4%; TexasRed fluor = -2%; CBFb RUNX1 block = 8%; Tau FP inhib = 1%; Tau fluor cs = -8%; NPSR antag = 23%; Epigenetic reg = 4.0%; GLA spleen mod = 11%

Compound activity: PubChem, National Center for Advancing Translational Sciences (NCATS)
